Source: PubChem BioAssay
FLuc modulator – qHTS profiling assay for firefly luciferase inhibitor/activator using purifed enzyme and Km concentrations of substrates (counterscreen for miR-21 project). purified FLuc, Km substrates, luminescence inhibition. Potency, µM (series often up to 57.5 µM), for the others: at the highest dose activity change, negative = inhibition, most hits filed as inhibitors. 360,000 compounds, 6.9% hits. AID 588342, 2011;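 also: plate controls were vehicle for no effect and reference inhibitor for full effect; nearly all actives have a fitted effect of over 55% in size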
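Purified P. pyralis luciferase (10nM final) with 10uM D-luciferin and 10uM ATP (Km levels) in 50mM Tris acetate pH 7.5, 10mM Mg acetate, 0.01% Tween-20, 0.05% BSA; qHTS 6-point titration, ~60 µM downward; luminescence read.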
CXXC DNA block – qHTS Fluorescence Polarization Assay for Inhibitors of MLL CXXC domain - DNA interaction; Histone-lysine N-methyltransferase 2A (Homo sapiens), Q03164; MLL-CXXC / FITC-HOXA9 DNA fluorescence polarization; Potency, µM (top dose mostly 115 µM), inactives show top-dose activity change, negative = inhibition, actives largely listed as inhibitors; 290,000 compounds, 0.037% hits; active = well fitted inhibition curve with a large enough effect in the polarisation, with a control signal flat, not every such curve was filed as active; inconclusive = small, poorly fitted or top-dose-only effect, or effect the other way, or a change in a side signal; inactive = no such curve, though single readings can be large or run the other way; the % refers to the polarisation
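Fluorescence polarization: 7 uM MLL-CXXC (stock) preincubated 5 min with compounds, then 50 nM fluorescein-HOX-A9 DNA (stock) added; 30 min ambient. Buffer 50 mM Tris-HCl pH 7.5, 50 mM NaCl, 1 mM DTT, 0.05% BSA.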
ELG1 genotox – qHTS screen for small molecules that induce genotoxicity in human embryonic kidney (HEK293T) cells expressing luciferase-tagged ELG1 | HEK293T ELG1-luciferase reporter, luminescence, 16 h | Potency, µM (titrated, usually from 46 µM), inactives show at the top dose activity change, positive = activation, usual class: activators | 330,000 compounds, 1.3% hits; also: % of control where 0% means no effect; nearly all actives have a fitted effect of over 60% in size
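After overnight (16 hr) compound treatment at 37 °C, ELG1-luciferase HEK293T cells were lysed with ONE-Glo; luminescence quantified 30 min later at room temperature.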
MBNL1-CUG inh – qHTS Assay for Inhibitors of MBNL1-poly(CUG) RNA binding | Muscleblind-like protein 1 (Homo sapiens), Q9NR56 | Potency, µM (doses to about 57.5 µM), without a hit: top-dose activity change, negative = inhibition, hits mostly inhibitors | TR-FRET MBNL1-His/biotin-(CUG)12 binding, 665/545 ratio | 280,000 compounds, 0.036% hits; active = well fitted inhibition curve with a large enough effect in the signal ratio, with a control signal flat, not every such curve was filed as active; inconclusive = small, poorly fitted or top-dose-only effect, or effect the other way, or a change in a side signal; inactive = no such curve, though single readings can be large or run the other way; the % refers to the signal ratio; also: % is scaled to controls: 0 for no effect and ±100 for the full control effect
Target sequence (Q9NR56 whole entry, looked up): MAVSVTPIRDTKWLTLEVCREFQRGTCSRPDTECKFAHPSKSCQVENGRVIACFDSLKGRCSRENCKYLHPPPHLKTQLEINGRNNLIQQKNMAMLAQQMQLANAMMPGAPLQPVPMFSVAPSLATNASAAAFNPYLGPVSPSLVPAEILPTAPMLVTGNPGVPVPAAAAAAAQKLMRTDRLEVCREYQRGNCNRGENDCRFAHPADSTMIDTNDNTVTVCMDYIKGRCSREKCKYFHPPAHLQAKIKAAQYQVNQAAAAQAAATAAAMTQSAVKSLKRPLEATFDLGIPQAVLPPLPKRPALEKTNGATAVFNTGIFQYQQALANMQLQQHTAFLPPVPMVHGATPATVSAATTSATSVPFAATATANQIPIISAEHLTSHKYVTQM
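Compound titration spanned 92 nM–58 uM against the MBNL1-His/biotin-(CUG)12 complex. After 60 min at room temperature with 5 nM streptavidin-XL665 and 0.055 ng/ul terbium anti-His, ratiometric 665/545 nm emission (Ex 340 nm) normalized to controls.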
RORgamma inh – qHTS for inhibitors of ROR gamma transcriptional activity; 310,000 compounds, 5.4% hits; Drosophila S2 Gal4-RORgamma UAS-luciferase reporter, 20 h; Potency, µM (titrated, usually from 53.6 µM), without a hit: at the top dose activity change, negative = inhibition, most hits filed as inhibitors; also: % is scaled to controls: 0 for no effect and ±100 for the full control effect; nearly all actives have a fitted effect of over 60% in size
Target sequence (P51450 whole entry, looked up, the tested form may be a part): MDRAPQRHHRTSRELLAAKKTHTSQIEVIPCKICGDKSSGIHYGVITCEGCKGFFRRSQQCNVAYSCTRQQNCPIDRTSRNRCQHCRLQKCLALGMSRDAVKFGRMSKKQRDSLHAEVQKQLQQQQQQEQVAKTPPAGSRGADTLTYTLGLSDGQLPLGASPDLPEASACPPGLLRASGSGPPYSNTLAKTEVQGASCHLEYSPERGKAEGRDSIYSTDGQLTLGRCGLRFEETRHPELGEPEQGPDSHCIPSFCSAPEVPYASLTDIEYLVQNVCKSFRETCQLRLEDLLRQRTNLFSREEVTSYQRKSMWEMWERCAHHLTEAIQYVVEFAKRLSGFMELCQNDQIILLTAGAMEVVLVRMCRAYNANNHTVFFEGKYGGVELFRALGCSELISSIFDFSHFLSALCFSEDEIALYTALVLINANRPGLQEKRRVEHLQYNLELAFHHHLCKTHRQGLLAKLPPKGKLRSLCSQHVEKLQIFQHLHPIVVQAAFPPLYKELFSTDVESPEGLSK
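Using a luciferase readout, inhibitors were identified by reduced reporter activity in Drosophila cells coexpressing a copper-inducible Gal4–ROR gamma fusion and UAS-driven Photinus luciferase, incubated 20 hr after 700 uM copper sulfate.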
BRCA1 expr act – qHTS Assay to Identify Small Molecule Activators of BRCA1 Expression. MCF7-BRCA1-FFLuc reporter, luminescence, 48 h; response scale: scaled: vehicle 0%, 10 µM genistein 100%. Potency, µM (top dose mostly 46.1 µM), for the others: at the top dose activation, actives largely listed as activators. 380,000 compounds, 1.1% hits; also: nearly all actives have a fitted effect of over 80% in size; some results filed as inactive show a strong effect at the top dose
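Quantitative HTS in MCF7 cells stably reporting BRCA1 expression via firefly luciferase. Compound treatment lasts 48 h at 37 °C in phenol-red free MEM. Activation is expressed relative to genistein at 10 microM and DMSO.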
VP16 counter – VP16 counterscreen qHTS for inhibitors of ROR gamma transcriptional activity | Drosophila S2 Gal4-VP16 UAS-luciferase, luminescence, 20 h | Potency, µM (series often up to 53.6 µM), inactives show at the top dose activity, negative = inhibition, most hits filed as inhibitors | 310,000 compounds, 3.5% hits;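 also: Gal4-VP16 expression switched on by copper sulfate through the metallothionein promoter; % is scaled to controls: 0 for no effect and ±100 for the full control effect; nearly all actives have a fitted effect of over 50% in size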
NPC1 prom act – qHTS Assay for NPC1 Promoter Activators | Huh7 NPC1 promoter luciferase reporter, 24 h | Potency, µM (titrated, usually from 9.22 µM), for inactives: at the highest dose activation, actives largely listed as activators | 320,000 compounds, 2.4% hits;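 also: % of control where 0% means no effect; nearly all actives have a fitted effect of over 60% in size; reporter is driven by a mutant NPC1 promoter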
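Stable NPC1-promoter luciferase Huh7 line; cpd (DMSO) 24 h, 37 °C, 5% CO2; Amplite luciferase reagent 10 min RT; luminescence readout. qHTS format.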
Rab9 promoter act – qHTS Assay for Rab9 Promoter Activators. Huh7 Rab9 promoter-luciferase reporter, luminescence, 24 h. Potency, µM (highest dose often 9.22 µM), for the others: at the top dose activation, negative = inhibition, actives largely listed as activators. 320,000 compounds, 2.8% hits; also: % of control where 0% means no effect; nearly all actives have a fitted effect of over 60% in size
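Steps: seed 1500 Huh7 Rab9-luc cells per well, rest 2 h at 37 °C; add compound in DMSO; incubate 24 h; add luciferase reagent, 10 min ambient; read luminescence.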
p53 reactivation – qHTS assay for re-activators of p53 using a Luc reporter; H1299 p53-A138V BP100-luciferase reporter, luminescence, 24 h; Potency, µM (highest dose often 92.2 µM), for the others: at the highest dose activity change, positive = activation, usual class: activators; 320,000 compounds, 0.063% hits; AID 504706, 2011; also: % of control where 0% means no effect; nearly all actives have a fitted effect of over 45% in size
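p53-null H1299 cells stably carrying temperature-sensitive p53-A138V and a BP100-luciferase reporter were pinned with compounds (4-point, 1:5 series) and held 24 hrs at 37 deg C. Luminescence was read 10 min after detection reagent.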
uPA surface inh – qHTS for Inhibitors of Cell Surface uPA Generation | cell surface uPA generation assay, qHTS | Potency, µM (titrated, usually from 38.3 µM), inactives show at the highest dose activity change, negative = inhibition, hits mostly inhibitors | 330,000 compounds, 0.31% hits | AID 540303, 2011; active = well fitted inhibition curve with a large enough effect; inconclusive = small, poorly fitted or top-dose-only effect; inactive = no such curve, though single readings can be large or run the other way; tested in mouse RAW 264.7 cells; also: % is scaled to controls: 0 for no effect and ±100 for the full control effect; nearly all actives have a fitted effect of over 55% in size
* marks the source's active call; other numbers are inactive results; u = inconclusive; x = not tested or not shown; [ ] = dose if it differs, or a comment. Unless noted, calls follow the shape of the dose curve; as a rule, active = well fitted curve in the direction sought with a large enough effect; inconclusive = small, poorly fitted or top-dose-only effect, or another doubt; inactive = no such curve, though single readings can be large; an effect the other way counts as inactive or inconclusive. Potency is read from the fitted curve at half-maximal effect.

| smiles | FLuc modulator | CXXC DNA block | ELG1 genotox | MBNL1-CUG inh | RORgamma inh | BRCA1 expr act | VP16 counter | NPC1 prom act | Rab9 promoter act | p53 reactivation | uPA surface inh |
| --- | --- | --- | --- | --- | --- | --- | --- | --- | --- | --- | --- |
| CCCS(=O)(=O)N1CCC(C(=O)NCCc2ccccc2)CC1 | 2% | -3% | 4% | -9% | -8% | 19% | 23% | 0% | 8% | 8% | -2% |
| CC1CCN(C(=O)CN(Cc2ccc(Cl)cc2)S(C)(=O)=O)CC1 | 0% | -4% | -1% | -10% | x | 0% | x | -3% | -1% | x | -3% |
| O=C(NCC1CCCO1)c1ccc(Br)o1 (stereo not given) | 2% | 0% | 5% | -2% | 10% | 8% | 5% | -6% | 0% | -3% | 0% |
| O=C(CC(Cc1ccccc1)C(=O)O)Nc1ccccc1 (stereo not given) | 2% | 6% | -1% | 3% | -28% | -9% | -11% | 1% | 1% | -3% | 7% |
| O=C(Nc1ccccn1)c1ccc(S(=O)(=O)N2CCCCC2)cc1 | 13µM* | x | 9.2µM* | x | x | 91% | x | u | u | 9% | -9% |
| COc1cc(/C=C2/C(=O)NN(c3ccc(Cl)cc3)C2=O)ccc1OC(=O)c1ccco1 | 24µM* | -9% | 9% | -9% | 21% | -14% | u | -4% | -6% | -7% | -1% |
| CC[n+]1ccc(/C=C/c2c[nH]c3ccccc23)cc1 | -5% | u | -4% | u | 15% | -8% | 13µM* | -46%[inhibitor] | -44%[inhibitor] | -2% | u |
| COc1cc(/C=N/n2nnnc2N)cc(OC)c1OC | 1% | -3% | 11% | -3% | 25% | -21% | -2% | 1% | -3% | -2% | 4% |
| O=C(NC(=S)NC1CCSC1=O)c1ccccc1 (stereo not given) | -3% | u | 2% | x | -22% | 6% | -7% | -5% | -2% | 8% | 2% |
| CC(NC(=S)NCCCN1CCOCC1)C12CC3CC(CC(C3)C1)C2 (stereo not given) | 1% | 4% | -6% | -2% | 10µM* | 0% | u | -9% | 1% | 8% | -2% |
| O=C(NC1CCCC1)c1ccc(Cl)c(S(=O)(=O)N2CCCCC2)c1 | -1% | -1% | -7% | 4% | 20% | -6% | 0% | 0% | -5% | 3% | 1% |
| CCN1CCN(CCNC(=O)CS(=O)(=O)Cc2nc(-c3ccc(C)cc3)oc2C)CC1 | 5% | 4% | 2% | 6% | 7% | 19% | 1% | -3% | 3% | -3% | -16% |
| Cc1onc(-c2ccccc2)c1C(=O)N1CCOCC1 | 8% | -5% | 2% | -4% | -19% | -17% | 0% | -4% | -5% | -3% | -1% |
| Cc1ccc(NC(=O)CN2C(=O)C3C4C=CC(C4)C3C2=O)cc1 (stereo not given) | 4% | 18% | 5% | -12% | 18% | -3% | -4% | -3% | 3% | 0% | 4% |
| O=C(CSc1nnc(CNC(=O)c2c(F)cccc2F)o1)NCc1ccco1 | 2% | -2% | 6% | -3% | -7% | -4% | 4% | -8% | 6% | 1% | -10% |
| Cc1c(Cl)cccc1NC(=O)c1ccc(OCC(=O)NCc2ccccc2)cc1 | 0% | u | -2% | u | -9% | -15% | 1% | 1% | 2% | -1% | 2% |
| O=C1C(Cl)=C(N2CCOCC2)C(=O)N1c1cccc(C(F)(F)F)c1 | 1% | 3% | -10% | 23% | u | -6% | u | -6% | 0% | x | -3% |
| COc1ccc(CN2CCc3ccccc3C2)cc1Br | 0% | 5% | -9% | -10% | -5% | -6% | 7% | 0% | -9% | x | 2% |
| Cn1c(SC/C=C/c2ccccc2)nnc1-c1ccco1 | -5% | 5% | 1% | 0% | -6% | -21% | 5% | -1% | -4% | 14% | -2% |
| CC1CCN(S(=O)(=O)c2ccc(C(=O)N3CCN(c4ccccc4F)CC3)cc2)CC1 | 5% | -3% | -6% | -3% | 3% | -22% | -1% | -9% | 1% | 1% | -3% |
| C=CCn1c(SCC(=O)c2cc(C)n(C)c2C)nnc1-c1ccncc1 | -14% | 3% | -3% | -1% | -7% | 0% | 5% | -14% | -6% | 0% | -6% |
| O=C(COC(=O)Cc1ccsc1)Nc1ccccc1 | -2% | 2% | 3% | x | -1% | 10% | 1% | 12% | 1% | -2% | -1% |
| CCN(CC)c1ccc2c(C)c(CO)c(=O)oc2c1 | u | 8% | 15% | u | -16% | 24% | -1% | -2% | -3% | 10% | -3% |
| COCCOC(=O)/C(=C\c1cc(C(C)(C)C)c(O)c(C(C)(C)C)c1)C(C)=O | 2% | 1% | -2% | 4% | u | 1% | 1% | -2% | 2% | -4% | 0% |
| O=c1cc(CSc2ccc(Cl)cc2)nc2nc[nH]n12 | -8% | 3% | 9% | 11% | 0% | -1% | -9% | -1% | 7% | -4% | 4% |
| COC(=O)CCCCC(=O)C1C(=O)CC(C)(C)C(C(=O)OC)C1=O (stereo not given) | -2% | 5% | -1% | 1% | -11%[0.365 µM] | -3% | x | 1% | -3% | -14% | 3% |
| CCCn1c(N2CCN(C(=O)Nc3ccc(Cl)cc3)CC2)nc2ccccc21 | 0% | -3% | -7% | 9% | 15% | -7% | -8% | -4% | -20% | 2% | x |
| CCSc1nnc(NC(=O)C2CCCN(S(=O)(=O)c3cnc[nH]3)C2)s1 (stereo not given) | 4% | 11% | -11% | u | -4% | -5% | 9% | -4% | 3% | 1% | 0% |
| Cc1cnc(C(=O)OCC(=O)Nc2ccc(C)c(S(=O)(=O)N(C)C)c2)cn1 | 4% | -14% | 1% | -18% | 0% | 26% | 0% | -3% | -5% | 6% | -29% |
| CC(C)CCN(CC(=O)NC(C)(C)C)C(=O)C(=O)Nc1ccc2c(c1)OCCO2 | 2% | -3% | -3% | -4% | 4% | 0% | 5% | -2% | -5% | -1% | -6% |
| COc1ccc(CNC(=O)CN(Cc2ccco2)C(=O)CNS(=O)(=O)c2ccccc2)cc1 | 2% | 6% | 1% | 1% | 28% | -18% | 5% | -4% | -1% | -4% | x |
| CCOC(=O)c1c(NC(=O)C2C3CCC(O3)C2C(=O)O)sc2c1CCC(CC)C2 (stereo not given) | -15% | -4% | -4% | -2% | 10% | -19% | -9%[10 µM] | -5% | -4% | -2% | -5% |
| O=c1cc(C(F)(F)F)nc(SC/C=C/c2ccccc2)[nH]1 | -16% | -6% | 0% | -2% | 5% | 1% | 6% | -5% | 4% | u | 7% |
| COCCNC(=O)C(c1ccc(Cl)cc1)N(Cc1ccco1)C(=O)CCC(=O)Nc1ccccn1 (stereo not given) | -1% | -2% | -7% | -2% | 16% | -13% | 17% | -2% | -3% | 2% | x |
| N#CCCNc1ccc(OCCC#N)cc1 | 1% | -2% | 1% | 5% | -32% | -13% | -4% | -4% | 9% | -1% | -3% |
| CC(c1ccc(F)cc1)n1cc(C(=O)NCc2ccccn2)nn1 (stereo not given) | -1% | 23% | -4% | -5% | 35% | -6% | -10% | -3% | 12% | 5% | 0% |
| Cc1nn2c(-c3ccc(S(=O)(=O)N4CCN(CCO)CC4)o3)nnc2c2ccccc12 | -2% | -1% | 6% | 7% | -20% | -28% | -9% | -2% | 2% | -3% | u |
| CNC(=O)COC(=O)c1ccc(Cl)c(S(N)(=O)=O)c1 | 4% | -5% | 1% | -5% | 7% | 17% | -3% | -6% | -7% | 2% | 19% |
| Cc1cc2nc3n(c2cc1C)CC1CC(C(=O)NCCC(C)C)N(C)C31 (stereo not given) | -2% | x | -1% | x | x | 0% | x | -4% | 0% | -4% | -7% |
| O=C(CSCCOc1ccccc1)NCc1ccncc1 | 0% | -10% | -5% | -10% | 13% | 62% | 1% | 1% | -6% | 12% | -2% |
| CC(C)(C)NC(=O)NC(=O)COC(=O)c1c(F)cccc1Cl | u | 1% | u | -5% | 30% | 28% | 29% | 9% | 27% | 2% | 4% |
| CCC(CC)c1nc(C#N)c(NC(C)c2ccccc2)o1 (stereo not given) | 1% | -4% | -1% | 2% | u | -25% | u | -6% | -5% | -1% | -1% |

The list is partial (hit frequency here may not be typical).
